Bioassay records: PubChem, several laboratories
UGM FP inh = inhibitors of M. tuberculosis UDP-galactopyranose mutase. purified UGM, fluorescence polarization probe displacement. inhibition, % at 10 µM. 0.06% of 320,000 active. AID 504406; in the data active = inhibition above about 10%, passing the limit was not always enough; inconclusive = no clear call, values can overlap the other calls
Target sequence (P9WIQ1 whole entry, looked up): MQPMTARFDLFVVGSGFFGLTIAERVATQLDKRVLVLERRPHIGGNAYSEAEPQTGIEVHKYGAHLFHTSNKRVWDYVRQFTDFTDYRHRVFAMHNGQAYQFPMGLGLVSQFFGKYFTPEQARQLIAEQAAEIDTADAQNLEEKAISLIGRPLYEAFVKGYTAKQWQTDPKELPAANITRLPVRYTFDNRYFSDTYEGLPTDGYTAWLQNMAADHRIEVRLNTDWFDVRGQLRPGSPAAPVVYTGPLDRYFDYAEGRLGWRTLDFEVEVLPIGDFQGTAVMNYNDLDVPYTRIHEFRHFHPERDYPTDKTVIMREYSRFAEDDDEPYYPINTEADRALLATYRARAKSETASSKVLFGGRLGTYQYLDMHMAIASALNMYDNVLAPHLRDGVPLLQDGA
BoNT F protease = inhibitors of Botulinum neurotoxin F light chain protease. Multiplex microsphere protease cleavage assay, flow cytometry. inhibition, % at 10 µM. 0.22% of 360,000 active; in the data active = inhibition above about 35%, passing the limit was not always enough; inconclusive = no clear call, values can overlap the other calls; note: plate controls were buffer without enzyme for full effect and enzyme alone for no effect
PrPC TRFRET = cell surface PrPC inhibition, primary TR-FRET screen. P04156. TR-FRET read-out. inhibition, % at 13.8 µM. 0.43% of 370,000 active; in the data active = inhibition above about 24%; note: 0% = median of the test wells and 100% = reference compound wells
Mtb FBA inh = inhibitors of M. tuberculosis fructose-bisphosphate aldolase | P9WQA3 | purified M. tuberculosis FBA, fluorescence read-out | inhibition, % at 1 µM | 2.3% of 360,000 active | AID 588726; in the data active = inhibition above about 27%;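 note: 0% = vehicle and 100% = reference inhibitor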
Target sequence (P9WQA3 whole entry, looked up): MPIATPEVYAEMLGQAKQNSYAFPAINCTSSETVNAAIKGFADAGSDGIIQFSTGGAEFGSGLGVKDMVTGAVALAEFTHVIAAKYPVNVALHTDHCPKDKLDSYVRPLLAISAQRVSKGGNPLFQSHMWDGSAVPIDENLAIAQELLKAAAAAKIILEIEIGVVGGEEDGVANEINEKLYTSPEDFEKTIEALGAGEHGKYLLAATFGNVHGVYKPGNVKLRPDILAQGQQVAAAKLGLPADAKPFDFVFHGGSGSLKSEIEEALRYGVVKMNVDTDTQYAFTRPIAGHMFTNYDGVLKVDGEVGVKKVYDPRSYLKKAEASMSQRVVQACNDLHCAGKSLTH
GDH-TPI counter = counter-screen for M. tuberculosis FBA inhibitors: GDH-TPI coupled enzymes; GDH-TPI coupled enzyme counterscreen, NADH absorbance; inhibition, % at 4.8 µM; 1.2% of 360,000 active;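 note: 0% = DMSO wells and 100% = wells lacking the enzyme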
BioA inh = BioA (M. tuberculosis) enzyme inhibition; inhibition, % at 9.99 µM; purified M. tuberculosis BioA enzyme, plate reader; 0.096% of 360,000 active; in the data active = inhibition above about 40%; inconclusive = no clear call, values can overlap the other calls
BoNT-A LC inh2 = blocks Botulinum neurotoxin A light chain protease. multiplex microsphere protease substrate cleavage, flow cytometry. inhibition, % at 10 µM. 0.17% of 360,000 active; in the data active = inhibition above about 30%; inconclusive = no clear call, values can overlap the other calls; note: plate controls were buffer without enzyme for full effect and enzyme alone for no effect
FadD28 FP inh = blocks FadD28 binding to the bisubstrate probe; fluorescence polarization; inhibition, % at 12.5 µM; 0.22% of 360,000 active; in the data active = inhibition above about 8.5%, passing the limit was not always enough; inconclusive = no clear call, values can overlap the other calls
CCHFV vOTU inh = CCHFV vOTU protease inhibition. Pep-AMC fluorescence. inhibition, % at 11.5 µM. 0.55% of 370,000 active. AID 651958; note: 0% = vehicle wells with enzyme and 100% = no enzyme wells
Starred values were filed as active, the others as inactive; ? = inconclusive; . = no result given; & = joins results of further samples. Cut-off read from the data, not from the text of the source, unless noted: active = inhibition above about 30%; inactive = the rest. Rows are unselected; 4.8% or so of the library scored in one or more.

SMILES	UGM FP inh	BoNT F protease	PrPC TRFRET	Mtb FBA inh	GDH-TPI counter	BioA inh	BoNT-A LC inh2	FadD28 FP inh	CCHFV vOTU inh
Cc1ccc(S(=O)(=O)N2CCOCC2)cc1NC(=O)COC(=O)c1cnc(Cl)c(Cl)c1	.	13	-4	-3	6	0.5	4.3	-2.5	-5
COCCNC(=O)c1cc(-c2ccccc2)n(Cc2cc(C)no2)n1	-2.2	-3	4	1	-1	1.3	-0.3	-3.2	0
CCc1nnc(NC(=O)CSc2nnc(-c3ccccc3OC)n2-c2ccccc2)s1	-0.9	-7	0	2	-8	2.7	0.1	-4.1	-11
CCC(C)NCCCOc1ccc(C)cc1OC (configuration not stated)	1.3	2	-9	0	-2	.	0.8	1.2	-6
C=CCNC(=S)NNC(=O)c1ccc(OCCC)cc1	-1.1	1	2	1	7	-3.6	-0.2	0.7	2
CCCN(C(=O)Cc1csc(-c2ccccc2)n1)C1CCS(=O)(=O)C1 (configuration not stated)	-0.1	2	-1	0	-3	1.4	-1.4	.	0
OC1(c2nc3ccccc3[nH]2)CCCCC1	-0.8	1	-1	3	1	-0.6	-0.5	-0.4	-5
COc1ccc(Cn2ccnc2)cc1Br	-1.0	-5	-8	3	-3	0.6	-1.3	0.8	2
Cc1ccc2nc(N(CCCN(C)C)C(=O)COc3ccc(Cl)cc3)sc2c1	0.1	.	-6	4	13	.	.	-0.1	7
O=C(Nc1ccc(F)cc1)N1CCC(c2nc3c(nnn3Cc3ccccc3Cl)c(=O)[nH]2)CC1	-1.6	25	7	-1	1	.	4.8	-4.8	12
CCC(=O)c1ccc(OCC(=O)OCC(=O)N2c3ccccc3CC2C)cc1 (configuration not stated)	-0.1	.	6	-1	-5	.	.	-0.2	3
Cc1nc(C(=O)Nc2ccccc2)sc1C1(C)CC(c2cccc([N+](=O)[O-])c2)=NO1 (configuration not stated)	-2.1	-1	0	-1	5	0.4	0.0	-3.0	-6
O=C(N/N=C1/CN2CCC1CC2)c1cccc(O)c1	-1.3	4	-1	-4	-8	2.9	0.7	-4.6	-10
O=C(c1cc(-c2ccco2)on1)N1CCN(c2ccccc2)CC1	0.2	8	4	0	-3	1.9	1.1	-2.2	3
COc1ccc(C(C(=O)NC(C)(C)C)N(C(=O)Cn2nnc3ccccc32)c2ccc(C(C)=O)cc2)cc1O (configuration not stated)	0.4	-9	3	0	3	1.1	0.8	-0.6	22
Cc1ccc(C)c(N2CCN(C(=O)c3ccc(N4CCCC4=O)cc3)CC2)c1	-1.6	-11	.	4	8	3.1	-0.4	1.4	.
CCCN1C(=O)C(O)(C2CC(=O)CC(C)(C)O2)c2ccccc21 (configuration not stated)	0.1	-22	-10	3	12	-0.3	-1.8	-1.6	3
N#C/C(=C(/O)c1cccc(F)c1)c1nc2ccccc2s1	0.1	3	2	-1	19	.	-0.7	-1.4	10
Cc1cc(SCC(=O)NC2CC2)nc2ccccc12	-0.8	-15	10	0	-3	0.2	-0.5	-1.0	40*
COc1ccccc1CN1CCNC(=O)C1CC(=O)NCCC1=CCCCC1 (configuration not stated)	0.8	-4	0	1	3	-0.8	-0.7	-1.8	2
O=C(Nc1nccs1)C1CC2CCC1C2 (configuration not stated)	-1.4	-6	-8	-3	8	.	-0.7	0.0	-11
COc1cc(C(=O)Nc2ccc(N3CCN(C(=O)c4ccc(C)cc4)CC3)cc2)cc(OC)c1OC	0.1	6	-4	2	8	-1.2	1.1	0.9	-1
CCCS(=O)(=O)NC(=O)C1(C)CCCN(C(=O)c2cccc(OC(F)(F)F)c2)C1 (configuration not stated)	.	-1	-5	-5	0	-0.1	-0.7	-4.5	5
CC1CN(c2nc3ccccn3c(=O)c2/C=C(\C#N)S(=O)(=O)c2ccccc2)CC(C)O1 (configuration not stated)	0.8	16	-3	-5	0	1.2	1.4	-3.4	8
O=C(/C=C/c1ccco1)OCC1CCCN2CCCCC12 (configuration not stated)	3.8	4	1	-1	12	.	-0.9	1.0	9
Cc1cccc(CNCCc2c[nH]c3ccccc23)c1	0.1	?	6	-1	8	-0.7	-0.3	-5.1	2
O=S(=O)(c1ccc(Cl)cc1)N1CCN(C2CCN(Cc3ccccc3)CC2)CC1	-0.5	17	-6	2	3	2.7	0.4	-1.8	8
C=Cc1ccc(CN2CCCN(Cc3ccc(Cl)cc3)S2(=O)=O)cc1	-7.0	-12	7	-3	-13	-0.1	-0.4	-3.3	5
CC1=C(c2ccc(F)cc2)[N+](=O)C(C)(C)N1[O-]	0.3	2	-11	3	8	.	0.6	-0.8	-2
CCCn1c(/N=C/c2ccc3c(c2)OCO3)nc2ccccc21	2.1	-2	-4	-3	4	0.0	-1.1	-0.7	-21
Cc1ccc(S(=O)(=O)N(C)c2ccc(C(=O)NC3CCCCC3)cc2)cc1	.	-2	1	-1	4	-0.3	0.3	1.2	2
CCCCNC(=S)Nc1ccc(OC)nc1	1.2	-1	9	-2	-4	.	0.1	0.7	5
Cn1c(-c2sc3cc(C(F)(F)F)cnc3c2-c2cccs2)n[nH]c1=S	-0.7	2	-1	-8	6	.	-0.5	-3.6	18
N#CCCN(C(=O)c1ccc2c(=O)n3c(nc2c1)CCCCC3)c1ccccc1	-1.2	-14	0	2	-3	-1.2	-2.7	-0.9	7
Cc1cccc(CN2CCC(CNC(=O)Nc3ccccc3F)CC2)c1	.	1	0	-4	-1	.	2.3	-4.3	4
CC(C)c1ccc(CNC(=O)C2(C)CCCN2C)cc1 (configuration not stated)	.	-2	-5	-3	-4	-0.4	-0.3	-5.0	-2
Nc1c(C(=O)Nc2ccc(F)cc2)sc(=S)n1-c1ccccc1F	-3.2	0	6	1	13	0.0	-1.0	-0.4	29
OCCN(CC(O)Cn1ccc2ccccc21)CC(O)Cn1ccc2ccccc21 (configuration not stated)	0.5	.	-10	5	1	.	.	-1.0	1
C=CCc1ccccc1OCC(O)CN1CCN(Cc2ccc3c(c2)OCO3)CC1 (configuration not stated)	-3.0&-0.3	-14&0	4&9	1&-2	7&10	1.4	-2.5&-0.7	-2.3&-0.4	-2&2
COc1ccc(C(=O)CCC(=O)Nc2ccc(N3CCN(C)CC3)cc2)cc1OC	0.7	-21	4	-1	2	-0.6	1.7	-0.7	0

The list goes on:
Values run as follows: UGM FP inh	BoNT F protease	PrPC TRFRET	Mtb FBA inh	GDH-TPI counter	BioA inh	BoNT-A LC inh2	FadD28 FP inh	CCHFV vOTU inh
COc1ccc(CNC(=O)C2CCCN(c3ncnc4c3nc3n4CCCCC3)C2)cc1 (configuration not stated)
    1.1	-2	.	2	0	.	-2.6	0.8	.
CSc1ccc(/C=C(\C#N)C(=O)NC2CCCCC2C)cc1 (configuration not stated)
    -1.3	-9	-4	3	20	.	0.3	-3.8	0
O=C(NC(=S)NCCc1ccccc1)c1cccc(Cl)c1
    -0.2	-4	-3	-4	6	-1.4	-0.2	-4.7	-5
O=C1OC[C@H]2CCCN2C(=O)[C@@H](CC(=O)N(CCO)Cc2ccccc2)C/C=C\C[C@@H]1Cc1ccc(F)cc1
    -2.7	0	6	-1	-7	3.0	0.5	-0.1	12
CC(C)CCN1CCN(Cc2cccc(C(F)(F)F)c2)CC1CCO (configuration not stated)
    4.6	0	1	-2	3	.	0.6	-1.5	6
O=C(C[n+]1ccccc1)Nc1ccc(Cl)c([N+](=O)[O-])c1
    -1.2	?	-16	-1	3	-1.5	5.9	-1.3	-9
CCN1CCN(c2ncc(C(=O)Nc3c(F)cc(F)cc3Br)c3ccccc23)CC1
    0.1	10	-1	-1	23	-2.9	1.4	1.0	21
CCOC(=O)C1CCN(C(=O)COC(=O)c2oc3ccccc3c2C)CC1
    -1.4	-2	6	6	-2	0.2	0.1	-2.6	-1
O=C(O)C1C(c2ccccc2)C(C(=O)Oc2ccc(O)cc2)C1c1ccccc1 (configuration not stated)
    0.8	0	-7	-2	2	0.2	1.1	-1.0	-3
Cc1[nH]n2c(=O)c3c(nc2c1-c1ccccc1)CCCC3
    0.0	28	7	5	4	2.1	1.8	-1.1	15

Continued (six carried over from the part before).
Values run as follows: UGM FP inh	BoNT F protease	PrPC TRFRET	Mtb FBA inh	GDH-TPI counter	BioA inh	BoNT-A LC inh2	FadD28 FP inh	CCHFV vOTU inh
CC(C)CCN1CCN(Cc2cccc(C(F)(F)F)c2)CC1CCO (configuration not stated)
    4.6	0	1	-2	3	.	0.6	-1.5	6
O=C(C[n+]1ccccc1)Nc1ccc(Cl)c([N+](=O)[O-])c1
    -1.2	?	-16	-1	3	-1.5	5.9	-1.3	-9
CCN1CCN(c2ncc(C(=O)Nc3c(F)cc(F)cc3Br)c3ccccc23)CC1
    0.1	10	-1	-1	23	-2.9	1.4	1.0	21
CCOC(=O)C1CCN(C(=O)COC(=O)c2oc3ccccc3c2C)CC1
    -1.4	-2	6	6	-2	0.2	0.1	-2.6	-1
O=C(O)C1C(c2ccccc2)C(C(=O)Oc2ccc(O)cc2)C1c1ccccc1 (configuration not stated)
    0.8	0	-7	-2	2	0.2	1.1	-1.0	-3
Cc1[nH]n2c(=O)c3c(nc2c1-c1ccccc1)CCCC3
    0.0	28	7	5	4	2.1	1.8	-1.1	15
NCCCn1c(C(=O)c2ccc(Cl)cc2)c2ccc(C(F)(F)F)cc2[n+]1[O-]
    -1.2	-14	-13	1	8	10	0.7	0.4	7
CCOc1ccc(C2C(C(=O)OC)=C(C)N=C3SCCC(=O)N32)cc1OCC (configuration not stated)
    1.2	-1	3	-3	7	-1.3	0.0	0.3	-1
CN(CCNC(=O)C1CCC(=O)N(Cc2ccc(Cl)cc2)C1)CCc1ccccc1 (configuration not stated)
    1.6	5	-2	1	1	-0.7	1.1	0.2	7
Cc1cc(C)c(O)c(-c2n[nH]c3c2C(c2cccc(O)c2)N(Cc2ccco2)C3=O)c1 (configuration not stated)
    0.0	-13	3	-3	10	-0.3	-0.7	0.2	28
CC(=O)c1c(C)[nH]c(C(=O)OCC(=O)Nc2nnc(-c3ccccc3)o2)c1C
    -0.3	6	5	0	6	1.1	0.0	-1.5	7
O=C(NNS(=O)(=O)c1ccccc1)C1CCN(S(=O)(=O)c2ccccc2)CC1
    2.1	2	-1	0	0	-1.2	0.2	-3.6	-18
COc1ccc(S(=O)(=O)NCC(=O)Nc2ccc(F)cc2)cc1
    -0.4	-2	-1	-6	0	0.7	-0.5	.	6
COc1ccc(OC)c(NP(=O)(Oc2ccccc2)Oc2ccccc2)c1
    -0.3	0	0	3	0	-1.4	-1.4	0.6	20
COC(=O)C1=C(c2cccc(OC)c2OC)C[C@@H]2CC[C@H]1N2C(=O)NCCNC(C)=O
    -1.0	2	-5	0	7	-1.8	0.3	-3.1	-7
CC(=O)Nc1nc2c(s1)CCc1ccccc1-2
    -1.8	5	10	1	2	-1.8	2.2	-1.6	-18
CCOC(=O)c1c(C)n(C(=O)c2ccco2)c(=O)n1C(=O)c1ccco1
    -0.5	30	1	0	6	-1.8	18	-1.0	-3
